# CFTR F508del cor = correctors of CFTR F508del function in bronchial epithelial cells; CFBE cells, YFP halide quenching; stimulated with forskolin plus potentiator P3; % fluorescence drop versus neutral controls; activity (quench increase), % at 7.58 µM; actives 0.36% (n = 350,000);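 active = mean added fluorescence quench of at least 8% versus neutral control, with both replicates also reaching 8%; inconclusive = only one of the mean or replicate conditions met; inactive = mean below 8% and not both replicates reaching 8%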;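 also: cells transiently co-express mutant CFTR-F508del with the halide-sensitive YFP; corrector assay measuring rescue of mutant channel to the surface after 24 h compound exposure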
# miR122 inh = inhibitors of miR-122 in Huh7 cells; activation (reporter increase), % at 12.5 µM; Huh7 miR-122 Renilla luciferase sensor, 48 h; neutral wells = 0, positive control = 100; actives 0.3% (n = 340,000); AID 602342;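 active = mean replicate activation score at least 90 and every replicate individually at or above 90; inconclusive = only one of the two criteria met; inactive = neither criterion met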;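 also: higher luciferase means less miR-122 activity so hits act as miR-122 inhibitors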
# FN deposit inh = fibronectin deposition inhibition | AH1F fibroblasts, Alexa488-fibronectin deposition fluorescence, overnight | inhibition, % at 12.6 µM | actives 0.086% (n = 350,000) | AID 743247;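 active = mean inhibition across replicates of 30% or more, regardless of how many single replicates reach that level; inconclusive = mean under 30% yet at least half of replicates reach 30%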;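 also: positive control wells lacked labelled fibronectin entirely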
#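 Schedule: 1 h cell adhesion before compound, then overnight fibronectin incubation; test system: AH1F fibroblast monolayer depositing Alexa488-labelled fibronectin into matrix; quantity: 10000 AH1F cells per well; probe or stimulus: fluorescent fibronectin at 24 nM final; signal: fluorescence, ex 485 nm, em 525 nm; evaluation: percent inhibition as loss of matrix-bound fibronectin fluorescence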
# PglD inh = blocks C. jejuni PglD acetyltransferase activity; actives 0.098% (n = 360,000); purified PglD enzyme, DTNB colorimetric CoA detection; inhibition, % at 12.5 µM; in the data active = inhibition above about 16%, passing the limit was not always enough; inconclusive = no clear call, values can overlap the other calls; also: strong numbers were not always called active
# Statin myotox sup = suppression of simvastatin myotoxicity; C2C12 myotubes + simvastatin, ATP luminescence, 48 h; scaled: DMSO 0, geranylgeraniol control 100; rescue of ATP level, % at 7.49 µM; actives 0.78% (n = 330,000);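 active = mean ATP rescue above about 67%, or every replicate alone reaching that limit, limit read from the data, passing the limit was not always enough; inconclusive = no clear call, values can overlap the other calls; inactive = mean under the limit and some replicate under it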;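 also: myotubes were challenged with 10 µM simvastatin during compound exposure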
# INS-1E GSIS act = GLuc luminescence reporter in INS-1E cells, primary screen for activators of glucose-dependent secretion of insulin; INS-1E GLuc reporter insulin secretion, 2-3 h; activation, % at 16.6 µM; actives 0.61% (n = 370,000); AID 743287;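 active = lowest replicate activation of at least 40%, so every replicate reaches that level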;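 also: 0% = median of neutral control wells and 100% = median of IBMX positive control wells; some compounds called inactive have numbers as strong as hits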
# PGC1a acetyl inh = modulators of PGC1a acetylation; AID 651687; U2OS PGC1a acetylation, AlphaScreen anti-acetyl-lysine; with virally co-expressed GCN5 acetyltransferase; inhibition, % at 15.6 µM; actives 0.17% (n = 350,000);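 active = every replicate shows inhibition of at least 40%; inconclusive = mean inhibition at least 40% but some replicate below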;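 also: 0% = neutral control wells and 100% = positive control wells; some results beyond the cut were filed as inactive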
# Cneo AK release = causes C. neoformans cell lysis; adenylate kinase release luminescence, 4 h; normalised: neutral wells 0, clomiphene wells 100; lysis activity, % at 15 µM; actives 0.2% (n = 360,000); AID 651654;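 active = mean lysis activity across replicates of at least 80%, whatever share of replicates individually reach that level; inactive = mean lysis activity below 80%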
#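 Material: C. neoformans cells; Schedule: 4 h static compound exposure, 37 °C, read 1 h post-reagent; Measured by: adenylate kinase release luminescence; Read-out: signal increase indicating cell lysis; Controls: Clomiphene as positive lysis control.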
# Active calls of the source: *; ? = inconclusive; · = no result given; [ ] = remark or other dose.
SMILES,CFTR F508del cor,miR122 inh,FN deposit inh,PglD inh,Statin myotox sup,INS-1E GSIS act,PGC1a acetyl inh,Cneo AK release
C[C@H](CO)N1C[C@H](C)[C@@H](CN(C)Cc2ccc(C(=O)O)cc2)Oc2ccc(NS(=O)(=O)c3cn(C)cn3)cc2CC1=O,-2.1,5.3[16.7 µM],·,2.4,-26.4,6.9,-8.7,1.0
C=CCC1(CC=C)CC(Cc2cnccn2)N(C(=O)OC(C)(C)C)C1 (stereo not given),1.8,5.6,0.4,-3.6,0.6,-1.0,-20.4,1.4
CC(OC(=O)CSCC(=O)Nc1ccc(Cl)cc1)C(=O)N(C)Cc1ccccc1 (stereo not given),3.2,·,-0.9,-1.7,·,-21.2,·,18.1
CC(=O)Nc1cccc(N=NN2CCOCC2)c1,1.2,1.9,5.7,·,·,4.8,4.5,·
COc1cc(N2N=C(c3ccccc3)CC2c2ccccc2)c(C=O)cc1C=O (stereo not given),0.3,-0.7,-4.3,-6.1,-10.7,-1.8,-9.4,-3.1
CCOc1ccccc1N1CC(C(=O)N2CCN(Cc3ccc(C#N)cc3)CC2)CC1=O (stereo not given),2.2,·,4.2,0.7,-1.2,28.7,·,·
Cc1cc(=O)[nH]c(SCC(=O)c2ccccc2)c1C#N,·,-0.6,·,2.2,-5.3,42.5*,-1.6,-2.5
COc1nccnc1NS(=O)(=O)c1ccc(NC(=O)c2cccc(C)c2)cc1,-1.8,·,0.9,·,·,6.7,1.4,·
CC12CCC(C(NC(=S)NN)C1=O)C2(C)C (stereo not given),2.3,·,11.7,-2.5,-9.0,·,5.0,0.1
COCCNC(=O)C[C@H]1C[C@H]2c3cc(NC(=O)Nc4ccc(C(F)(F)F)cc4)ccc3O[C@H]2[C@@H](CO)O1,-1.0,4.5[16.7 µM],·,1.1,-4.0,2.8,1.6,1.2
CCCc1nnc(NC(=O)OCC)s1,1.6,·,2.8,·,·,20.0,-1.1,·
CC(=O)c1c(C)[nH]c(C(=O)N2CCCCCC2)c1C,·,-4.4,6.4,-6.4,·,·,2.8,1.3
CCN(CC)CCCNC(=O)CCn1nc(-c2ccccc2)ccc1=O,-0.9,1.2,-1.1,0.0,-22.0,22.4,2.1,-0.7
CCN(CC)C(=O)CSc1nc2ccc(NC(=O)CSc3nnc(N)s3)cc2s1,·,0.5,·,-0.8,-12.9,·,6.7,1.6
COc1ccc(S(=O)(=O)N2Cc3ccccc3CC2C(=O)N2CCOCC2)cc1 (stereo not given),-4.7,0.6,·,4.5,-54.5,11.1,3.4,-2.5
CCc1ccc(C2C(C#N)=C(N)C(C#N)(C#N)C3=CCC(C(C)(C)C)CC32)cc1 (stereo not given),·,7.7,·,2.1,1.6,·,-2.8,0.1
COc1ccc(CC(=O)N(C)CC(=O)Nc2ccc(F)cc2)cc1S(=O)(=O)N1CCOCC1,1.9,-0.9,-4.7,3.9,-6.3,0.3,5.7,-0.4
CCc1ccc(Cn2nnc(C(=O)Nc3cccc(C)c3)c2N)cc1,0.1,3.5,1.6,-1.9,14.3,-3.4,-7.7,0.3
CN(c1ccccc1C(=O)N1CCN(c2cccc(Cl)c2)CC1)S(C)(=O)=O,·,-5.3,·,3.0,9.1,·,-3.6,0.4
O=C(C[C@@H]1C[C@H]2c3cc(NC(=O)Cc4ccncc4)ccc3O[C@H]2[C@@H](CO)O1)NCc1cccnc1,5.6,5.3[16.7 µM],3.4,0.9,-1.6,-9.1,-21.4,50.2
O=C(Nc1ccccn1)C1CCN(C(=O)c2ccc(F)cc2)CC1,2.7,·,-0.5,0.9,4.2,8.7,-2.7,0.1
O=S1(=O)CC(N2CCN(c3ccccn3)CC2)CN1Cc1ccc(F)cc1 (stereo not given),-0.5,0.8,-2.7,3.9,4.3,0.2,0.0,1.4
CCCC#Cc1ccc([C@@H]2[C@@H](CO)N3C(=O)CN(C(=O)c4cccnc4)C[C@@H]23)cc1,1.7,·,3.7,·,·,0.7,5.5,·
CSc1ccccc1NC(=O)Nc1cccc2ccccc12,0.4,0.3,·,2.7,3.2,2.9,·,-1.0

# Molecules above that contain an NH in an aromatic ring (two):
SMILES,CFTR F508del cor,miR122 inh,FN deposit inh,PglD inh,Statin myotox sup,INS-1E GSIS act,PGC1a acetyl inh,Cneo AK release
Cc1cc(=O)[nH]c(SCC(=O)c2ccccc2)c1C#N,·,-0.6,·,2.2,-5.3,42.5*,-1.6,-2.5
CC(=O)c1c(C)[nH]c(C(=O)N2CCCCCC2)c1C,·,-4.4,6.4,-6.4,·,·,2.8,1.3

# Filtered by structure, those above containing a Cl atom
SMILES,CFTR F508del cor,miR122 inh,FN deposit inh,PglD inh,Statin myotox sup,INS-1E GSIS act,PGC1a acetyl inh,Cneo AK release
CC(OC(=O)CSCC(=O)Nc1ccc(Cl)cc1)C(=O)N(C)Cc1ccccc1 (stereo not given),3.2,·,-0.9,-1.7,·,-21.2,·,18.1
CN(c1ccccc1C(=O)N1CCN(c2cccc(Cl)c2)CC1)S(C)(=O)=O,·,-5.3,·,3.0,9.1,·,-3.6,0.4

# Next part.
SMILES,CFTR F508del cor,miR122 inh,FN deposit inh,PglD inh,Statin myotox sup,INS-1E GSIS act,PGC1a acetyl inh,Cneo AK release
CC(NC(=O)CN1CCN(S(=O)(=O)c2ccc(Br)cc2)CC1)c1ccccc1 (stereo not given),0.7,·,7.1,-1.7,22.7,-3.9,·,-0.1
COc1ccc(-c2nnn(CC(=O)N(Cc3ccc(F)cc3)C(C(=O)NC3CCCC3)c3ccc(F)cc3)n2)cc1 (stereo not given),·,-3.3,-11.0,3.3,-8.1,·,-2.0,1.5
CC(C)(C)C(=O)NC1CCN(S(=O)(=O)c2cccc(C(F)(F)F)c2)CC1,·,0.7,2.3,-5.4,0.4,-13.2,4.9,-1.1
O=C(CN1CCN(S(=O)(=O)c2ccccc2F)CC1)NC1CCCC1,0.5,·,1.1,·,·,-8.0,9.7,·
C=C(C)Cn1c(N2CCN(c3ccc(OC)cc3)CC2)nc2c1c(=O)n(C)c(=O)n2C,1.3,-0.9,2.5,·,·,2.2,-1.7,·
CC(CN(C)C)CN1c2ccccc2CCc2ccccc21 (stereo not given),-3.5,5.9,-4.7,3.3,-9.1,-28.5,·,-0.5
CCOc1cc(/C=N\NC(=O)c2ccc(NC(=O)C(C)(C)C)cc2)ccc1OC(=O)c1ccc(OC)cc1,·,-10.9,-2.9,4.9,-0.1,·,-1.2,-1.3
CO[C@H]1CN(C)C(=O)c2ccc(NC(=O)C3CCCC3)cc2OC[C@H](C)N(CCC(F)(F)F)C[C@H]1C,5.4,-4.8[16.7 µM],-2.2,-0.6,-4.0,-28.9,3.2,0.0
Cc1ccc(NC(=O)N[C@@H](CC(C)C)C(=O)O)c(C)c1,-0.2,·,3.4,·,·,26.2,5.1,·
O=[N+]([O-])c1ccccc1CNCCCCO,0.1,-1.2,-3.5,4.4,17.8,0.2,0.5,-4.0
C[C@@H]1CN([C@@H](C)CO)C(=O)Cc2cc(NC(=O)CCN3CCOCC3)ccc2O[C@H]1CN(C)Cc1ccc(C(=O)O)cc1,5.5,-3.9[16.7 µM],-10.5,4.8,-31.0,5.3,2.8,-0.8
CCc1ccc(S(=O)(=O)Nc2ccc(C)c(NS(C)(=O)=O)c2)cc1,-5.4,-2.9,-3.4,-1.7,·,-7.6,-12.1,1.1
COc1ccc(C2/C(=C(/O)c3ccc(F)cc3)C(=O)C(=O)N2CCCN2CCOCC2)cc1OC (stereo not given),·,-0.8,·,-1.9,9.4,·,·,-0.7
CC[C@]12c3[nH]c4ccc(Cl)cc4c3CCN1C(=O)[C@@H](CC(=O)NCCN1CCOCC1)C[C@@H]2C(=O)N1CCN(C(=O)c2ccco2)CC1,0.6,-0.5,-0.6,-2.7,9.7,0.9,-0.3,4.8
CN(C)CC(=O)N1[C@H](C(=O)Nc2nccs2)[C@@H](CO)[C@@H]2Cn3c(ccc(C4=CCCCC4)c3=O)[C@@H]21,·,·,8.3,-1.3,-7.1,-2.1,·,-5.7
O=C(c1cc(-c2ccc3c(c2)OCO3)on1)N1CCOCC1,·,-8.4,·,5.9,-11.6,·,·,-11.8
C[C@@H]1CN([C@@H](C)CO)C(=O)c2cc(NS(=O)(=O)c3cn(C)cn3)ccc2O[C@@H](C)CCCCO[C@@H]1CN(C)C(=O)Nc1cccc2ccccc12,-1.5,-0.6[16.7 µM],·,-1.0,·,-5.3,4.3,-11.0
CCN(CC(=O)NCc1cccs1)S(=O)(=O)c1ccc(F)cc1,-1.7,1.2,0.7,3.1,-0.6,57.1,-8.4,-0.3
NC(=O)N=Nc1c2[nH]c3ccccc3nc-2c2ccccc12,22.0*,-5.0,18.4,4.1,·,9.1,6.8,9.5
COc1cc(C2C(C#N)=C(N)N(c3cccnc3)C3=C2C(=O)CCC3)ccc1O (stereo not given),0.7,6.7,·,2.1,-4.8,-23.1,-1.1,2.5
CN1CC(C(=O)Nc2ccc(F)c(Cl)c2)CC1=O (stereo not given),-0.1,-3.0,8.8,1.1,0.6,8.5,5.1,-0.4
Cc1ccc(C(=O)NCc2cccnc2)o1,-0.4,·,·,-5.1,·,-0.5,·,-3.9
CNC[C@@H]1Oc2c(NS(C)(=O)=O)cccc2C(=O)N([C@H](C)CO)C[C@@H]1C,3.0,-6.9[16.7 µM],·,3.1,7.8,11.8,-13.6,41.0
C[C@@H]1CN([C@@H](C)CO)C(=O)c2cccc(NC(=O)C3CCOCC3)c2O[C@@H]1CN(C)CC1CCCCC1,3.1,18.0[16.7 µM],-2.6,6.0,-0.1,25.9,-0.5,-1.9
O=C(CN1CCC(NC(=O)c2ccccc2F)CC1)NCc1ccc(F)cc1,·,-18.3,1.1,1.4,·,·,-4.3,-0.3
CCN(C[C@H]1N[C@@](C)(C(=O)OC)[C@H]2C(=O)N(Cc3ccccc3)C(=O)[C@@H]12)C(=O)COC,0.8,·,-5.0,0.1,1.5,2.4,·,-3.2
Cc1ccc(N2CC(C(=O)NC3CC3)CC2=O)cc1 (stereo not given),0.2,-3.9,11.0,-1.5,-3.0,2.5,12.6,-1.2
COCCNC(=O)c1n[nH]c2ccccc12,1.8,-6.9,-0.8,0.5,0.5,1.6,4.8,3.1
COCCNC(=O)C[C@@H]1CC[C@H](NC(=O)NC2CCCC2)[C@H](CO)O1,-0.7,3.5[16.7 µM],9.5,-0.1,1.8,-9.5,5.6,-1.1
Cc1cccc(OCCC(=O)Nc2ccc(C)c(S(=O)(=O)N3CCOCC3)c2)c1,1.2,15.0,5.9,-2.7,-4.6,-34.8,-21.5,0.5
CCN(C[C@H]1[C@H](c2ccccc2)[C@@H](CO)N1C(=O)COC)S(C)(=O)=O,1.3,?,-13.4,3.3,-7.3,15.4,-2.0,2.5
C[C@@H]1CCCCO[C@H](CN(C)Cc2ccc(Cl)c(Cl)c2)[C@H](C)CN([C@@H](C)CO)C(=O)c2cc(NS(=O)(=O)c3ccccc3)ccc2O1,3.1,-13.3[16.7 µM],·,2.8,·,-3.8,2.1,-0.5
c1cn(-c2ccc(-c3ccnc4ncnn34)cc2)cn1,0.6,0.0,-11.2,0.3,8.4,1.4,-11.0,1.1
Cc1cc(C)nc(N(C#N)Cc2cccc(Cl)c2)n1,10.5*,·,-1.6,·,·,-2.7,-2.1,·

# High-throughput results from PubChem.
